FUS yeast rescue: suppressors of FUS proteinopathy in yeast; 390,000 compounds, 0.24% hits; AID 1347120; S. cerevisiae FUS-expressing, growth rescue, OD600, 24 h; Potency, µM (series often up to 76.6 µM), for the others: at the top dose growth rescue (activation), hits mostly activators;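 further: potency means the concentration at half of the fitted maximal effect; plate controls were DMSO vehicle for no effect and reference control for full effect; nearly all actives have a fitted effect of over 55% in size; some results filed as inactive show a strong effect at the top dose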
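Yeast expressing FUS under galactose induction, OD 0.005 in 2% galactose medium; compounds in a dilution series, 24 h at 30C. Growth rescue by absorbance at 600 nm; CP55940 positive control, DMSO negative.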
GLP1R inv ag: GLP-1 receptor (human) inverse agonism; P43220; HEK293 GLP-1R CRE-luciferase, luminescence, 24 h; GLP-1R form is constitutively active; Potency, µM (series often up to 38.3 µM), for the others: at the highest dose activity change, negative = inhibition, most hits filed as inhibitors; 410,000 compounds, 1.6% hits; further: potency means the concentration at half of the fitted maximal effect; on the % scale 0 is the no-effect control and ±100 the full control effect; nearly all actives have a fitted effect of over 55% in size
Target sequence (P43220 whole entry, looked up): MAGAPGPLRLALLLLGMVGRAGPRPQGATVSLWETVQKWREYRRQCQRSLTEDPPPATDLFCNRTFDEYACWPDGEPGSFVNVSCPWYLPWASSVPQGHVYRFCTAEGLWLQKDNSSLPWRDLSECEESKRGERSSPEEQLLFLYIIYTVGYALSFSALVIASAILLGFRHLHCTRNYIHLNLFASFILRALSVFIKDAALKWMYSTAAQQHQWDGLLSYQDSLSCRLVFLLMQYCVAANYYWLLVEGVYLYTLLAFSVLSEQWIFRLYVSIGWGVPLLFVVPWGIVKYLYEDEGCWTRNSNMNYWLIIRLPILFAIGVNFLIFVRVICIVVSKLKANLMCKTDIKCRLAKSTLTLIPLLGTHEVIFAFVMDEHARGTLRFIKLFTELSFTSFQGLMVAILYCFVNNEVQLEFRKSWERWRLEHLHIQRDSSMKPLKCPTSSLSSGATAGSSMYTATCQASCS
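HEK293 cells stably co-expressing constitutively active GLP-1R and a cAMP-responsive luciferase reporter were seeded in DMEM with 10% Nu serum, given compounds after 12 h, and incubated 24 h at 37 deg C. Luminescence was then read.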
PTHR1 agonist: agonists of human PTHR1 parathyroid hormone receptor; HEK293 GP2 PTHR1 cells, GloSensor cAMP luminescence, 1 h; Q03431; AID 743266; 410,000 compounds, 0.075% hits; Potency, µM (top dose mostly 115 µM), for the others: at the highest dose activation, actives largely listed as activators; further: potency means the concentration at half of the fitted maximal effect; nearly all actives have a fitted effect of over 55% in size; some results filed as inactive show a strong effect at the top dose; inactives centre near -15; many of its hits are not listed in these tables
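HEK-293-derived GP2 cells expressing PTHR1 and a GloSensor cAMP reporter, 3,000/well, plated overnight, given luciferin plus IBMX (each 0.5 mM as added) for 1 h at 37 °C, then compound for 1 h at 37 °C. Luminescence was read after 15 min at room temperature.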
Abeta yeast res: restores growth of yeast expressing A-beta42 peptide; 410,000 compounds, 0.063% hits; yeast expressing A-beta42, growth rescue, OD600, 48 h; response scale: 0% DMSO, 100% iron-clioquinol control; Potency, µM (titrated, usually from 46.1 µM), inactives show at the top dose growth rescue, actives largely listed as activators; further: potency means the concentration at half of the fitted maximal effect; nearly all actives have a fitted effect of over 55% in size
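Growth rescue measured by 600 nm absorbance after 48 h yeast culture at 30 C with compound. Values normalized between DMSO and an equimolar ferric chloride plus clioquinol control.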
GLP1R ag: agonists of human GLP-1 receptor. P43220. HEK293 GLP-1R CRE-luciferase, luminescence, 4-6 h; cells express a hypersensitive GLP-1R form. Potency, µM (doses to about 45.6 µM), for the others: at the top dose activation, actives largely listed as activators. 380,000 compounds, 0.007% hits. AID 624172; further: potency means the concentration at half of the fitted maximal effect; % of control where 0% means no effect
pAkt inh: blocks phosphorylation of Akt. 360,000 compounds, 0.32% hits. Neuro2A IGF-stimulated pAkt S473 HTRF, 20 min; hits give low values. AID 651550. activity change, % for hits at 50 µM; in the data active means activity change below about -80%; inconclusive means mostly about -51% to -80%; further: on the % scale 0 is the no-effect control and ±100 the full control effect
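Neuro2A cells (4,500/well, DMEM with 0.5% FBS) were treated with compound at a single 50 µM final concentration, stimulated with 6 nM IGF for 20 min at 37 °C, and lysed. Phospho-Akt Ser473 was read by HTRF as 665/615 ratio ×10^4.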
D3 antag: antagonists of human D3 dopamine receptor | P35462 | D3R cells, DiscoveRx beta-arrestin luminescence, antagonist mode; hits give low values | max response, negative = inhibition, % | 360,000 compounds, 2.5% hits | AID 652054; in the data active means max response below about -50%; inconclusive means no clear call, values can overlap the other calls; further: on the % scale 0 is the no-effect control and ±100 the full control effect; mostly tested at two doses, the higher about 12 µM
Target sequence (P35462 whole entry, looked up): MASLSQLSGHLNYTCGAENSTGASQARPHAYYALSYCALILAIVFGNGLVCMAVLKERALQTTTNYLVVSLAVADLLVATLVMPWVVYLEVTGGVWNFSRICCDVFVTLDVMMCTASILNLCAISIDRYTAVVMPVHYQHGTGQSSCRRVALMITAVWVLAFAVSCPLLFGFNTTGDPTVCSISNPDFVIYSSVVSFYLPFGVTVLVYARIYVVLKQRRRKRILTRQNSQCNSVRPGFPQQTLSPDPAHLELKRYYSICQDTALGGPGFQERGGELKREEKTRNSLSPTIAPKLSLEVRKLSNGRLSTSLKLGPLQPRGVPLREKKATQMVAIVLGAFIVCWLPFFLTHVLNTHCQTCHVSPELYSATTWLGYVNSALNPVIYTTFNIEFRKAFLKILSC
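Cells expressing the human receptor were seeded at 1500 cells/well, incubated overnight at 37 degrees C in 5% CO2, then exposed to library compounds with dopamine controls for 90 minutes at 37 degrees C before luminescent detection.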
TDP43 rescue: inhibitors of TDP-43 toxicity in yeast | TDP-43 expressing yeast growth rescue, BacTiter-Glo, 24 h | Potency, µM (titrated, usually from 46.1 µM), inactives show at the top dose growth rescue (activation), usual class: activators | 410,000 compounds, 1.8% hits | AID 652104; further: potency means the concentration at half of the fitted maximal effect; % of control where 0% means no effect; nearly all actives have a fitted effect of over 50% in size
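Luminescence from BacTiter-Glo reports growth of TDP-43-expressing yeast after 24 hr at 30 deg C with compound. Cells were raffinose-pregrown to mid-log, then seeded in galactose medium at OD600=0.02.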
aSyn rescue: rescues yeast growth from alpha-synuclein toxicity; Yeast expressing alpha-synuclein, growth rescue, BacTiter-Glo, 24 h; Potency, µM (titrated, usually from 46.1 µM), for inactives: top-dose growth rescue (activation), hits mostly activators; 370,000 compounds, 0.14% hits; further: potency means the concentration at half of the fitted maximal effect; % of control where 0% means no effect; nearly all actives have a fitted effect of over 65% in size
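Rescue of yeast growth: cells expressing toxic alpha-synuclein, induced in galactose at OD600 0.02, incubated with compound 24 h at 30 C. ATP luminescence quantified growth; inhibitors of toxicity appear as activators.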
* = called active by the depositor; i = inactive; ? = inconclusive; / = not tested or not shown; [ ] = another dose, or the depositor's remark. Unless noted, the call rests on the fitted dose curve; in most records, active means well fitted curve in the direction sought with a large enough effect; inconclusive means small, poorly fitted or top-dose-only effect, or another doubt; inactive means no such curve, though single readings can be large; an effect the other way counts as inactive or inconclusive. Some of the compounds tested. The share of hits here may be higher or lower than overall.

SMILES	FUS yeast rescue	GLP1R inv ag	PTHR1 agonist	Abeta yeast res	GLP1R ag	pAkt inh	D3 antag	TDP43 rescue	aSyn rescue
COc1ccc(C(NC(=O)c2ccc(=O)[nH]c2)C(=O)Nc2ccc(C(C)C)cc2)cc1 (stereo not given)	48%	20%	-4%	-5%	14%	i	-8	-6%	-5%
O=C(c1ccc2ccccc2n1)N(CCO)Cc1ccccc1	-12%	13%	-5%	-14%	-1%	i	-14	0%	2%
NC(=O)c1ccsc1NC(=O)COC(=O)COc1ccc(C=O)cc1	2%	10%	-6%	2%	-4%	i	0	8%	0%
CCOC(=O)/C(C#N)=C/C1=C(N2CCCC2)CC(C)(CC)OC1 (stereo not given)	-17%	8%	i	-2%	?	i	-16	14%	5%
C=CCNC(=O)CC(=O)N/N=C/c1ccc(C(=O)OC)cc1	?	13%	i	8%	3%	i	-28	-5%	7%
COCc1ccc(C(=O)N2CCCCC2C(=O)Nc2ccc(-n3nc(C)cc3C)cc2)o1 (stereo not given)	31%	0%	i	7%	3%	i	3	-14%	3%
CC(C)c1ccc(Cn2c(COc3ccccc3)nc3ccccc32)cc1	16%	?	-14%	-1%	/	/	/	-5%	/
Cc1cccc(N(CC(=O)NC(C)C)C(=O)CCC(=O)Nc2nccs2)c1	18%	5%	-20%	9%	-3%	i	-11	1%	-4%
O=C(NCc1ccccc1)c1ccc2c(c1)nc1n2CCOC1	10%	13%	i	0%	/	/	/	20%	/
CC1(Cc2ccc(Cl)cc2)C(=O)Nc2c(Cl)cccc21 (stereo not given)	6%	?	-5%	26%	-6%	i	0	?	5µM*
Cn1c(NC(=O)C[n+]2cc(-c3ccc(Cl)c(Cl)c3)n3c2CCC3)cc(=O)n(C)c1=O	3%	-15%	i	-20%	-16%	i	?	1%	-2%
O=C(O)Cn1nnn(-c2ccccc2)c1=S	-7%	1%	i	-1%	8%	i	0	-3%	0%
O=C(CN1C(=O)/C(=C/c2ccccc2Cl)SC1=S)NC1C=CS(=O)(=O)C1 (stereo not given)	14%	43%[activator]	i	-5%	-2%	i	7	-2%	-1%
O=C(NC1CC1)c1nc(Cn2cc([N+](=O)[O-])cn2)no1	-38%	-18%	i	10%	3%	i	23	12%	-2%
O=C(CN(Cc1ccc(F)cc1)C(=O)CNS(=O)(=O)c1ccccc1)NCc1ccco1	21%	-21%	-17%	-6%	0%	i	-13	-1%	0%

Record cards, from the list above:
Record of NC(=O)c1ccsc1NC(=O)COC(=O)COc1ccc(C=O)cc1 : FUS yeast rescue = 2%; GLP1R inv ag = 10%; PTHR1 agonist = -6%; Abeta yeast res = 2%; GLP1R ag = -4%; pAkt inh = i; D3 antag = 0; TDP43 rescue = 8%; aSyn rescue = 0%
Record of O=C(NCc1ccccc1)c1ccc2c(c1)nc1n2CCOC1 : FUS yeast rescue = 10%; GLP1R inv ag = 13%; PTHR1 agonist = i; Abeta yeast res = 0%; GLP1R ag = /; pAkt inh = /; D3 antag = /; TDP43 rescue = 20%; aSyn rescue = /

Remaining list, next part.
SMILES	FUS yeast rescue	GLP1R inv ag	PTHR1 agonist	Abeta yeast res	GLP1R ag	pAkt inh	D3 antag	TDP43 rescue	aSyn rescue
Cc1cc(C)c2c(=O)c3c(oc2c1)C(=O)N(CCO)C3c1cccc(O)c1 (stereo not given)	-13%	58%[activator]	-3%	-7%	4%	i	-17	-2%	-1%
O=C(NCCCNc1ccnc2cc(Cl)ccc12)c1ccccc1F	-24%	?	-12%	-5%	-6%	i	-27	5%	-4%
COC(=O)Cc1c(C)c2ccc3c(c2oc1=O)CN(Cc1ccccc1OC)CO3	8%	10%	11%	-18%	/	/	/	-4%	/
CC(NC(=O)Cn1cnc2c1c(=O)n(C)c(=O)n2C)c1ccccc1 (stereo not given)	/	15%	i	0%	-3%	i	-4	10%	-6%
N#CC(C(=O)NC1CCCCC1)=C1CCCCCC1	/	1%	i	0%	2%	i	-16	3%	0%
CCOC(=O)C1(C(N)=O)OC1(c1ccc(Cl)cc1)c1ccccc1Cl (stereo not given)	0%	?	i	24%	11%	i	5	-3%	8%
O=C(CN(CC1CCCO1)C(=O)CNS(=O)(=O)c1ccc(F)cc1)NC1CCCCC1 (stereo not given)	10%	-1%	-2%	-7%	7%	i	8	-3%	-6%
O=C(CN(C(=O)CNC(=O)c1ccco1)c1ccc(Cl)c(Cl)c1)NC1CCCCC1	28%	?	i	28%	-5%	i	-16	9%	-2%
O=C(COc1ccc(F)cc1)NCC1(N2CCOCC2)CCCCC1	-11%	-3%	i	6%	-2%	i	36	15%	0%
COc1cccc(CN(C)C(=O)c2ccc(NS(=O)(=O)c3ccc(F)cc3)cc2)c1OC	27%	3%	-11%	-4%	2%	i	-16	-20%	-2%
COCCN1Cc2cccc(C(=O)Nc3cccc(OC)c3)c2C1=O	21%	20%	i	-6%	11%	i	6	5%	3%
Cc1ccc2nc(SC(Cc3cc(Cl)ccc3Cl)C(=O)O)[nH]c2c1 (stereo not given)	-7%	-12%	i	-13%	/	/	/	0%	/
CCCc1cc(=O)oc2cc(C)cc(OCC(=O)NCc3ccncc3)c12	13%	14%	i	-2%	9%	i	5	15%	2%
C/C(=N\N1CCN(C2c3ccccc3-c3ccccc32)CC1)c1ccco1	/	-15%	i	16%	-3%	i	9	5%	2%
CC(OC(=O)CCC1CCCC1)C(=O)Nc1ccccc1[N+](=O)[O-] (stereo not given)	13%	9%	i	12%	-1%	i	-2	4%	-5%
Cc1nc2cc(-c3ccc(F)cc3)[nH]n2c(=O)c1C	-22%	-7%	-26%	3%	-4%	i	-16	14%	-3%
COc1ccc(N2C(=S)NC3c4cc(Cl)ccc4OC2(C)C3C(=O)N(C)C)cc1 (stereo not given)	37%	?	-18%	5%	7%	i	-15	/	6%
O=C(COC(=O)CCNS(=O)(=O)c1cccc(C(F)(F)F)c1)NC(=O)NC1CCCCC1	58%	2%	21%[57.5 µM]	8%	9%	i	-15	-11%	-8%
CN(CCC1CCOCC1)C(=O)CC1C(=O)NCCN1Cc1cccc(F)c1 (stereo not given)	5%	3%	i	10%	0%	i	14	20%	-2%
Cc1nc(-c2cccc(NC(=O)c3cc4cc(Br)ccc4oc3=O)c2)cs1	1%	1%	i	14%	-18%	i	5	6%	1%
CN1CCN(C(=O)C2=C[C@H](c3ccccc3)C[C@H](OCc3ccc(CO)cc3)O2)CC1	0%	7%	-5%	4%	-6%	i	11	12%	-3%
Cc1cc(=O)[nH]c(-c2ccc(Cl)cc2)n1	-10%	22%	i	-11%	0%	i	13	-4%	0%
Cc1cccc(C)c1OCC(O)CN (stereo not given)	-1%	6%	?	0%	1%	i	-21	-2%	2%
CCN1CCC(N(Cc2ccc3c(c2)OCO3)C(=O)Nc2cc(Cl)ccc2C(=O)OC)CC1	34%	-18%	-66%	-14%	/	/	/	-31%[inhibitor]	/
CCOc1ccc(N(CC(=O)Nc2ccccc2OC)S(=O)(=O)c2ccccc2)cc1	27%	?	-18%	-1%	26%	i	-24	6%	0%
C[C@H](CO)N1C[C@H](C)[C@H](CN(C)C(=O)Nc2ccc(C(F)(F)F)cc2)Oc2c(NC(=O)c3ccncc3)cccc2C1=O	9%	-6%	-20%	-10%	-4%	i	-6	-9%	-6%
Cc1nn(-c2ccccc2)c(NC(=O)c2cccs2)c(-c2ccc(Cl)cc2)c1=O	-26%	-7%	i	-5%	-10%	i	8	-2%	7%
CC(Sc1nc(N(C)C)nc(N2CCOCC2)n1)C(=O)Nc1ccccc1 (stereo not given)	-5%	-1%	-11%	-9%	6%	i	-2	2%	2%
N#Cc1ccsc1NC(=O)CCc1ccccc1	7%	-22%	i	-17%	7%	i	3	5%	2%
CN(c1ccccc1)S(=O)(=O)c1ccc2c(c1)OCCO2	-12%	?	?	-2%	-1%	i	-11	15%	6%
CCn1cc(C2C3=C(CC(C)(C)CC3=O)N(c3ccccc3)C3=C2C(=O)CC(C)(C)C3)c(C)n1	11%	3%	i	-17%	0%	i	-27	7%	1%
CC1(Oc2cnc(Cl)c3ccccc23)CCN(Cc2ccc(OC(F)(F)F)cc2)C1 (stereo not given)	24%	11%	-2%	-3%	-8%	i	2	16%	1%
CCOc1ccc(N=C(NN)c2ccc3ccccc3n2)cc1	?	?	-61%[inhibitor]	-6%	1%	i	9	-22%	-8%
NC(=S)Nc1ccc(Oc2ccc(NC(N)=S)cc2)cc1	20%	21%	i	3%	-8%	i	-17	-3%	6%
COc1cc(NC(=O)COC(=O)C=C(C)C)c(C)cc1[N+](=O)[O-]	42%	-4%	i	12%	4%	i	-3	/	0%
CCOC(=O)c1c(NC(=O)CN2CCC(C)CC2)sc(C)c1C	-2%	-1%	-5%	-5%	1%	i	8	-7%[9.22 µM]	3%
NNc1cccc(C=Cc2ccccc2)cc1=O	/	-3%	i	-24%	-2%	i	-14	-11%	1%
O=C(c1ccccc1)c1ccc(N2CCOCC2)cc1	/	4%	-32%[inhibitor]	-13%	3%	i	33	0%	1%
CCC(=O)Nc1ccc(Oc2ccc3c(c2)C(=O)N(c2ccc(O)cc2)C3=O)cc1	29%	0%	-19%	5%	4%	i	12	-10%	-5%
Cc1ccc(CNC(=O)CCC(=O)Nc2nnc(C3CCCCC3)s2)cc1	-11%	2%	i	2%	-2%	i	-14	20%	5%

Assay outcomes (PubChem)
